TexasRed fluor: alters Texas Red total fluorescence, flagging assay interference. TRb/SRC2 Texas Red total fluorescence interference. Potency, µM (doses to about 106 µM), inactives show at the highest dose fluorescence change, negative = quenching. hit rate 0.29% among 280,000; active = well fitted curve in either direction with a large enough effect; inconclusive = small, poorly fitted or top-dose-only effect; note: % is set by controls: 0 for no effect and ±100 for the full control effect
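Human TRβ ligand-binding domain (0.6 uM) and Texas Red SRC2 peptide (20 nM) in Tris buffer with 1 uM T3 and 5% DMSO were incubated with pinned compound for 5 hr at ambient temperature. Total fluorescence was computed as S + 2P (555/632 nm).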
HTT ATP protect: cytoprotection in Huntington HTT-Q103 PC12 cell model. PC12 HTT-Q103 induced, cytoprotection, ATP luminescence, 40 h. Potency, µM (highest dose often 56.4 µM), without a hit: cytoprotection (ATP increase), hits mostly activators. hit rate 0.14% among 230,000;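 note: % of control where 0% means no effect; nearly all actives have a fitted effect of over 45% in size; toxic huntingtin expression switched on by the ecdysone agonist tebufenozide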
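ATP quantification (ATPlite) reports survival of PC12 cells in which tebufenozide, 100 nM final, switches on Htt exon 1 with 103 glutamines linked to GFP; compounds are titrated.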
RECQ1 helicase: inhibitors of human RECQ1 DNA helicase | P46063 | RECQ1 DNA unwinding, red fluorescence kinetic read | Potency, µM (series often up to 57.3 µM), inactives show top-dose activity, negative = inhibition, usual class: inhibitors | hit rate 0.54% among 240,000 | AID 2549;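 note: plate controls were vehicle for no effect and no enzyme for full effect; nearly all actives have a fitted effect of over 30% in size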
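50 nM RECQ1T1 preincubated 15 min with compound in Tris pH 8.0 buffer with MgCl2, DTT, Tween-20 and 2.5 ug/ml poly(dI-dC); started with 200 nM TAMRA/BHQ-2 forked duplex and 2 mM ATP. Unwinding read as fluorescence (525/598 nm), two reads 2 h apart.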
Tau fluor cs: counter-screen for tau fibril formation inhibitors | tau K18 P301L Alexa594 fluorescence, heparin fibrillization | Potency, µM (titrated, usually from 57.7 µM), for the others: at the top dose activity change, negative = decrease | AID 1463 | hit rate 0.93% among 280,000; note: % is set by controls: 0 for no effect and ±100 for the full control effect; nearly all actives have a fitted effect of over 55% in size
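Human K18 P301L tau (15 uM unlabeled plus 0.24 uM Alexa 594-labeled, final) in 100 mM sodium acetate pH 7 was mixed with compound and 20 uM heparin and incubated 6 hr at 37 C.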
Tau fibril FP: blocks human tau fibril formation measured by polarization | P10636 | K18 P301L tau heparin fibrillization, Alexa594 FP, 6 h | Potency, µM (doses to about 57.7 µM), without a hit: at the highest dose activity, negative = inhibition, usual class: inhibitors | hit rate 0.39% among 280,000 | AID 1468; note: % is set by controls: 0 for no effect and ±100 for the full control effect; nearly all actives have a fitted effect of over 55% in size
Target sequence (P10636 561-689 P618L limits assumed): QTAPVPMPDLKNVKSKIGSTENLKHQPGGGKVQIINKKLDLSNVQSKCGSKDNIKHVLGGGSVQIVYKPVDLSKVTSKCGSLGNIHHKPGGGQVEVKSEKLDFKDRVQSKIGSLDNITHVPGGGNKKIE
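Steps: dispense K18 P301L tau (15 uM plus 0.24 uM Alexa 594 tracer, final) in pH 7 sodium acetate; add compound; add heparin (20 uM final); incubate 6 hr, 37 C; add ThT (30 uM final); after 1 hr ambient, read FP.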
L3MBTL1 block: L3MBTL1 (human) inhibition; AlphaScreen L3MBTL1–H3K9me1 peptide binding; Potency, µM (highest dose often 57.1 µM), without a hit: top-dose activity, negative = inhibition, actives largely listed as inhibitors; hit rate 0.66% among 230,000; note: % is set by controls: 0 for no effect and ±100 for the full control effect; nearly all actives have a fitted effect of over 60% in size
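Read-out is AlphaScreen signal from streptavidin donor and nickel chelate acceptor beads (10 ug/mL final each) bridging L3MBTL1 (50 nM) and biotinylated K9-monomethylated H3(1-15) peptide (75 nM), after 30 min compound exposure at room temperature.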
TRb-SRC2 inh: inhibitors of human thyroid hormone receptor beta-SRC2 interaction. P10828. TRbeta-SRC2 peptide binding, fluorescence polarization; receptor liganded with 1 µM T3. Potency, µM (titrated, usually from 106 µM), inactives show top-dose activity change, negative = inhibition, actives largely listed as inhibitors. hit rate 0.065% among 280,000;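 note: plate controls were bound peptide for no effect and peptide without receptor for full effect; nearly all actives have a fitted effect of over 50% in size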
Target sequence (P10828 whole entry, looked up): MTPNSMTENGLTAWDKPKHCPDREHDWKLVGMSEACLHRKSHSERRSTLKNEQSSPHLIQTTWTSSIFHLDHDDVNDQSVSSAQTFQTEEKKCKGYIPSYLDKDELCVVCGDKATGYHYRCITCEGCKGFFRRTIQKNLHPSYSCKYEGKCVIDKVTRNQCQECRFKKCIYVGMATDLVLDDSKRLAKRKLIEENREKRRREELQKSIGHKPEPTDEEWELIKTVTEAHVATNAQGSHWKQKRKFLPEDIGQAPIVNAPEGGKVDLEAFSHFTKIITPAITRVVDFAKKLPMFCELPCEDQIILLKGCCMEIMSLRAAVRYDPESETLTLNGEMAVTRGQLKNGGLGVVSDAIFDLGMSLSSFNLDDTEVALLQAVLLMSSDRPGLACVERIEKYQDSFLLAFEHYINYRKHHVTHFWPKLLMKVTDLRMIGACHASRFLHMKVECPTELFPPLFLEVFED
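Polarization signal, normalized between peptide-alone and full complex controls, measured compound effects on T3-liganded human TRb LBD (0.6 uM) binding 20 nM Texas Red SRC2 peptide after 5 hr.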
Tau ThT inhib: tau fibrillization inhibition (ThT binding). P10636. recombinant tau K18 P301L (four-repeat tau fragment), heparin-induced fibrillization, ThT fluorescence. Potency, µM (titrated, usually from 57.4 µM), for inactives: top-dose activity, negative = inhibition, most hits filed as inhibitors. hit rate 2.1% among 270,000; note: % is set by controls: 0 for no effect and ±100 for the full control effect; nearly all actives have a fitted effect of over 55% in size
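Tau K18 P301L fragment (15 uM unlabeled plus 0.24 uM Alexa 594-labeled) in 100 mM sodium acetate pH 7 with compound, fibrillization induced by 20 uM heparin for 6 hr at 37 C. Thioflavin T (30 uM) added, fluorescence read after 1 hr (ex 450, em 510 nm).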
* = called active by the depositor; i = inactive; ? = inconclusive; / = not tested or not shown; [ ] = remark or other dose. Unless noted, calls come from the whole dose curve; as a rule, active = well fitted curve in the direction sought with a large enough effect; inconclusive = small, poorly fitted or top-dose-only effect, or another doubt; inactive = no such curve, though single readings can be large; an effect the other way counts as inactive or inconclusive. Potency is the fitted concentration of half-maximal effect. Only part of the results is shown; the hit share may differ from the screen's.

SMILES	TexasRed fluor	HTT ATP protect	RECQ1 helicase	Tau fluor cs	Tau fibril FP	L3MBTL1 block	TRb-SRC2 inh	Tau ThT inhib
CCN(C(=O)C1CCN(c2ncnc3c2nc2n3CCCCC2)CC1)c1cccc(Cl)c1	6%	/	/	5%	0%	/	-4%	2%
CC(C)CC(C(=O)NCC1CCCO1)N(C(=O)Cn1nnc(-c2ccc(F)cc2)n1)c1cccc(C(F)(F)F)c1 (centres undefined)	0%	-15%	-5%	-1%	4%	-7%	5%	0%
Cc1nn(Cc2ccccc2Cl)c(C)c1N	-5%	-1%	i	-1%	-5%	-2%	5%	8%
CC(=O)N(C)c1nnc(-c2ccccn2)s1	-6%	1%[10 µM]	5%	-2%	-1%	-3%	-2%	-16%
COc1ccc(Sc2nc(-c3ccccc3)ncc2C(=O)O)cc1	-2%	/	-2%	7%	3%	4%	-1%	4%
c1ccc(-n2nnnc2Sc2ncnc3sc4c(c23)CCCC4)cc1	-3%	/	5%	-22%	12%	3%	-2%	?
CN(C)S(=O)(=O)c1cccc(NC(=S)NCCCn2ccnc2)c1	2%	-11%	1%	4%	-6%	-17%	-1%	7%
Cc1ccccc1C(=O)Nc1ccc(S(=O)(=O)N2CCC(c3nc4ccccc4s3)CC2)cc1	-2%	/	/	-9%	-10%	/	0%	-9%
COc1ccc(S(=O)(=O)N(C(C)=O)c2ccc3oc(=O)sc3c2)cc1	2%	4%[10 µM]	7%	-16%	-14%	-7%	-21%	?
CCCCC(=O)Nc1ccc(C(N)=O)cc1	-4%	-2%	-1%	1%	0%	?	7%	4%
COc1ccccc1OCC(=O)OC/C(O)=C(\C#N)c1nc2ccccc2[nH]1	2.5µM*[quencher]	-16%[10 µM]	-12%	-6%	6%	23%	?	0%
CN(NC(=O)COc1ccccc1)C1=NS(=O)(=O)c2ccccc21	2%	24%[10 µM]	18%	14%	6%	-10%	0%	7%
CCOc1ccc(C(=O)Nc2ccc3oc(-c4cccc5ccccc45)nc3c2)cc1	-18%	/	/	-23%	?	/	-1%	?
COC(=O)C1CCN(c2cc(Cl)nc(N)n2)CC1	-1%	-7%	i	-6%	-13%	5%	-3%	-5%
Nc1c(-c2cccc(Cl)c2)cnn1-c1cccc([N+](=O)[O-])c1	-4%	-75%[inhibitor]	-9%	?	1%	-8%	-2%	13µM*
CCOC(=O)c1sc2nc(C)nc(Nc3ccc(OC)c(OC)c3)c2c1C	-1%	-27%	-13%	-11%	0%	/	0%	?
CC(NC(=O)/C(C#N)=C/c1ccco1)c1ccccc1 (centres undefined)	-1%	21%[10 µM]	-3%	/	/	/	-2%	/
CCN(Cc1ccncc1)C(=O)[C@@H](CO)c1ccccc1	-1%	2%	-4%	-3%	-2%	/	0%	-3%
CC1=Nc2ccccc2N=C(NC(=O)CSC(=S)N2CCN(C)CC2)C1c1ccccc1 (centres undefined)	1%	1%[10 µM]	-6%	-15%	-2%	-20%	-5%	-5%
CC1CCc2nc3ccccc3c(C(=O)OCC(=O)NC3CCS(=O)(=O)C3)c2C1 (centres undefined)	-1%	-3%	i	-13%	-13%	/	-2%	-9%
Clc1ccc(-c2csc(NNC3=NCCCCC3)n2)cc1	-2%	-9%	-10%	?	?	-6%	-9%	32µM*
CCCN(CCC)C(=O)C1CCCN(S(=O)(=O)c2ccc3c(c2)oc(=O)n3C)C1 (centres undefined)	-1%	/	/	-9%	1%	/	-1%	-1%
Cc1ccc(C2(C)NC(=O)N(CC(=O)NC(=O)NCCC(C)C)C2=O)cc1 (centres undefined)	2%	-15%	-6%	-6%	15%	34%[activator]	-15%	-6%
CC(C(=O)N1CCOCC1)N1C(=O)C2C3C=CC(C4CC34)C2C1=O (centres undefined)	1%	-10%	i	1%	-2%	8%	10%	-2%
CC(C)(C)C(=O)Nc1sc2c(c1C#N)CCC2	-1%	-8%	i	-1%	-7%	?	3%	1%

Compound profiles, as listed above. Order of values: TexasRed fluor	HTT ATP protect	RECQ1 helicase	Tau fluor cs	Tau fibril FP	L3MBTL1 block	TRb-SRC2 inh	Tau ThT inhib
CCN(Cc1ccncc1)C(=O)[C@@H](CO)c1ccccc1 in the list: -1%	2%	-4%	-3%	-2%	/	0%	-3%
c1ccc(-n2nnnc2Sc2ncnc3sc4c(c23)CCCC4)cc1 in the list: -3%	/	5%	-22%	12%	3%	-2%	?
CC1=Nc2ccccc2N=C(NC(=O)CSC(=S)N2CCN(C)CC2)C1c1ccccc1 (centres undefined) in the list: 1%	1%[10 µM]	-6%	-15%	-2%	-20%	-5%	-5%
Nc1c(-c2cccc(Cl)c2)cnn1-c1cccc([N+](=O)[O-])c1 in the list: -4%	-75%[inhibitor]	-9%	?	1%	-8%	-2%	13µM*
COc1ccc(S(=O)(=O)N(C(C)=O)c2ccc3oc(=O)sc3c2)cc1 in the list: 2%	4%[10 µM]	7%	-16%	-14%	-7%	-21%	?

Following part.
SMILES	TexasRed fluor	HTT ATP protect	RECQ1 helicase	Tau fluor cs	Tau fibril FP	L3MBTL1 block	TRb-SRC2 inh	Tau ThT inhib
O=C(COc1ccccc1)Nc1ccc2nc(SCCOc3ccccc3)sc2c1	10%	/	/	-28%	-18%	/	4%	?
O=C(Nc1ccccc1)Nc1cccc2cccnc12	0%	-20%	-8%	?	-14%	/	8%	-5%
CCNC(=S)NNC(=O)C(c1ccccc1)c1ccccc1	-2%	-3%	-4%	-2%	-1%	-5%	3%	3%
Cc1nnc(NC(=O)CSc2ncnc3c2cnn3-c2ccccc2C)s1	-4%	-17%	-5%	8%	3%	13%	-3%	4%
Cc1nn2c(C)c(C(=O)Nc3ccccc3)cnc2c1-c1ccccc1	1%	-15%[10 µM]	-9%	?	-14%	3%	-11%	?
COC(=O)c1ccc(C)c(NC(=O)CN(c2ccccc2)S(=O)(=O)N(C)C)c1	1%	23%	i	-14%	-15%	3%	2%	-5%
CCN1C(=O)c2ccccc2S(=O)(=O)c2ccc(C(=O)NCc3ccccc3)cc21	1%	/	/	-25%	-3%	/	-3%	1%
O=C(O)c1cccc(N/N=C/c2cccs2)c1	-2%	10%[0.074 µM]	-2%	-8%	7%	-20%	-5%	?
Cc1c(NC(=O)C(C)OC(=O)c2cccc(S(=O)(=O)N3CCOCC3)c2)c(=O)n(-c2ccccc2)n1C (centres undefined)	1%	18%[10 µM]	-1%	-8%	-4%	3%	-3%	-6%
Cc1cc(C)cc(N(CC(=O)NC2CCCC2)S(=O)(=O)c2c(C)[nH]c(=O)[nH]c2=O)c1	-1%	5%[10 µM]	-2%	?	9%	/	-10%	/
CC(C)(C)c1ccc(C[C@H](C(=O)O)N2C(=O)c3ccc(C(=O)O)cc3C2=O)cc1	-1%	/	12%	/	/	8%	-1%	/
CC1CCC/C(=N\NC(=O)c2ccncc2)C1 (centres undefined)	-1%	?	i	9%	-2%	10%	4%	4%
COc1ccccc1-c1ccc(/C=N/O)o1	-4%	-5%[10 µM]	-5%	-14%	-2%	-16%	7%	?
CCn1cnc2sc(C)c(C)c2c1=O	2%	-7%	i	-1%	2%	/	1%	-4%
COc1ccccc1/C=N\Nc1cn[nH]c(=O)c1Cl	-1%	-32%	-1%	-4%	0%	/	-3%	-5%
Cc1ccc(-n2nc(C)c3c(=O)[nH]c(C(F)(F)F)nc32)cc1	1%	/	5%	-8%	-4%	11%	-5%	-10%
COc1ccccc1CCNC(=O)CSc1ccc(-c2ccco2)nn1	-11%	-4%	?	1%	-10%	/	6%	?
COC(=O)CCC(=O)N1CCCC(CO)(Cc2ccccc2)C1 (centres undefined)	0%	39%[10 µM]	i	3%	2%	3%	-5%	-3%
CC1(c2ccccc2Cl)NC(=O)N(CC(=O)NC(=O)NCc2ccco2)C1=O (centres undefined)	-2%	0%	-3%	-11%	6%	-11%	-4%	-13%
O=C(/C=C/c1ccc(N2CCC(c3ccccc3)=N2)cc1)c1ccccc1	3%	-40%	-9%	-6%	8%	/	-1%	?
CCCCCn1c(=O)[nH]c2cc(C(=O)NCc3ccccn3)ccc2c1=O	-1%	-24%	i	-1%	4%	3%	9%	-12%
COc1cccc(CNc2nc3nc(C)c(Cl)c(=O)n3[nH]2)c1	0%	25%[10 µM]	-1%	-12%	-1%	2%	3%	-14%
CC(C)c1nc(SCC(=O)Nc2ccc(N3CCOCC3)cc2)c2ccccc2n1	-5%	16%[1.9 µM]	-1%	-27%	?	-1%	-18%	?
CN(Cc1cn(-c2ccccc2)nc1-c1ccc(Cl)cc1)C(=O)CCC(=O)O	-1%	-17%[10 µM]	14%	8%	9%	8%	4%	5%
Nc1nc(-c2ccccc2)nn1S(=O)(=O)c1ccccc1	0%	-29%	i	-9%	-11%	-3%	2%	0%
O=C(Nc1ccc(O)c2c(=O)cc(-c3cccc(Cl)c3)oc12)c1ccccc1Cl	-3%	6%[10 µM]	-12%	-16%	-3%	/	5%	-9%
COc1ccc(-n2cc(C(=O)NCc3cccc(OC)c3)c3ccccc3c2=O)cc1	3%	/	/	-25%	-8%	/	10%	?

Rewritten in CSV form: entries from further up.
mol,TexasRed fluor,HTT ATP protect,RECQ1 helicase,Tau fluor cs,Tau fibril FP,L3MBTL1 block,TRb-SRC2 inh,Tau ThT inhib
COc1ccccc1-c1ccc(/C=N/O)o1,-4%,-5%[10 µM],-5%,-14%,-2%,-16%,7%,?
CCn1cnc2sc(C)c(C)c2c1=O,2%,-7%,i,-1%,2%,/,1%,-4%
